# Screening data from PubChem BioAssay.
# CHT block = inhibitors of human choline transporter CHT; AID 488975, 2010; CHT-expressing cells, membrane potential dye, choline response; hits give low values; 310,000 compounds, 0.86% hits; High affinity choline transporter 1 (Homo sapiens), Q9GZV3; B-score at 10 µM;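 active = B-score over 3 SD under the library average, and starting fluorescence ratio not unusually high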;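 note: choline stimulus applied at its EC90 after an EC20 pre-addition; B-score computed on integrated fluorescence ratio after choline addition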
# Target sequence (Q9GZV3 whole entry, looked up): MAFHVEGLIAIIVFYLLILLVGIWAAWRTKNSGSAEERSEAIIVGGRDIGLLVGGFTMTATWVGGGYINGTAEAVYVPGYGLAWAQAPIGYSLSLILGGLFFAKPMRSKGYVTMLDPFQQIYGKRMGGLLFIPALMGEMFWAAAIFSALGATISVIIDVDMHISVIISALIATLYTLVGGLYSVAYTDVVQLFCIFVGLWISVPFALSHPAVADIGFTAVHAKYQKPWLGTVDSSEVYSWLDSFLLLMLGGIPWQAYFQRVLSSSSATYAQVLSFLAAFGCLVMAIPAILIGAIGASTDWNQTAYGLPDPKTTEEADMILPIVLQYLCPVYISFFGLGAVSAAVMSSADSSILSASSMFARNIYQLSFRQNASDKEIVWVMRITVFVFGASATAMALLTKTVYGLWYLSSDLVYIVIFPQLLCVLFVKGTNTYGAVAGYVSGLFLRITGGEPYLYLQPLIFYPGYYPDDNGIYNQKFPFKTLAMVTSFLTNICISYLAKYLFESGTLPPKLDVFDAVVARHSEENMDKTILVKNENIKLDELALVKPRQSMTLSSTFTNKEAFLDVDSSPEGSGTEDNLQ
# CHT allo act = CHT positive allosteric modulators, primary screen, cell-based, membrane potential dye, choline EC20. CHT-expressing cells; hits give high values; LV-AA mutant CHT in HEK293 cells. High affinity choline transporter 1 (Homo sapiens), Q9GZV3. B-score at 10 µM. 310,000 compounds, 0.49% hits. AID 488977, 2010;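 active = initial fluorescence not abnormally high and integrated response B-score, plate-corrected, over 3 SD above library mean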
# * = called active by the depositor; i = inactive. Only part of the results is shown, so the mix of outcomes need not match the whole.
# Each structure is followed by: CHT block, CHT allo act
- CC1CN(C)C(C)(C)CC1(O)c1ccccc1 (stereo not drawn)
→ i, i
- CC(=NCc1ccco1)c1c(O)n(C)c(=O)n(C)c1=O
→ i, i
- CN1CCN(Cc2cc(C(C)(C)C)c(O)c(C(C)(C)C)c2)CC1
→ i, i
- O=C(COc1ccccc1)N1CCN(C/C=C/c2ccccc2)CC1
→ i, i
- COC(=O)C1=C(c2cc3ccccc3o2)C[C@@H]2CC[C@H]1N2C(=O)NCc1ccc(C(F)(F)F)cc1
→ i, i
- CCCCc1nc2ccccc2c(=O)n1-c1ccc(Cl)cc1[N+](=O)[O-]
→ i, i
- CNC(=O)Oc1cccc2ccccc12
→ i, i
- O=C(O)c1sc2cc(Cl)ccc2c1Cl
→ i, i
- COc1ccc(N2C(=O)NC(=O)C(CCc3ccncc3)(CCc3ccncc3)C2=O)cc1
→ i, i
- C[C@@H]1NCCc2cc(O)c(O)cc21
→ i, i
- COc1cc(C(O)CNC(C)C)cc(F)c1OC (stereo not drawn)
→ i, i
- COc1cccc(C(=O)C2CCCN(Cc3ccc4nonc4c3)C2)c1 (stereo not drawn)
→ i, i
- OC(CN1CCCCC1)c1c[nH]c2ccccc12 (stereo not drawn)
→ i, i
- N=c1c[n+](CC23CC4CC(CC(C4)C2)C3)[n-]o1
→ -5.61*, i
- Ic1ccccc1CN[C@@H]1C2CCN(CC2)[C@@H]1C(c1ccccc1)c1ccccc1
→ i, i
- CCCCCn1c(=O)c(C(=O)NCc2ccncc2)c(O)c2ccccc21
→ i, i
- COc1ccccc1-n1c(-c2ccccc2Br)nc2ccccc2c1=O
→ i, i
- OC(c1cccc(Cl)c1)(c1cccc(Cl)c1)C1CN2CCC1CC2 (stereo not drawn)
→ i, i
- CCc1c(C)nc(N)nc1N1N=C1SCC#N
→ i, i
- COC(=O)C1=C(c2cc3ccccc3s2)C[C@@H]2CC[C@H]1N2C(=O)NCCO
→ i, i

# (cont.)
# Each structure is followed by: CHT block, CHT allo act
- Cc1oc2ccc(OC(=O)N(C)C)cc2c1C(=O)OC(C)C
→ i, i
- Cc1nn(CC(=O)N2CCC3(CC2)OCCO3)c(=O)c2cc3ccccc3n12
→ i, i
- O=c1c2ccccc2nc(-c2ccccc2)n1-c1ccccn1
→ i, i
- CN1CCN(c2cn[nH]c(=O)c2Cl)CC1
→ i, i
- CCOc1ccc(-n2c(-c3cccs3)nc3ccccc3c2=O)cc1
→ i, i
- COc1ccc(-n2c(O)c(C(C)=NC3CC3)c(=O)[nH]c2=O)cc1
→ i, i
- COc1ccc(C2SCC(=O)Nc3c2c(C)nn3-c2ccccc2)cc1 (stereo not drawn)
→ i, i
- O=C(c1ccc(F)cc1Cl)N1CCC2(CC1)OCCO2
→ i, i
- COc1ccc(NC(=O)c2cn(CCC#N)nc2-c2cccc(Br)c2)cc1
→ i, i
- COC[C@]12CN(C)C3C4[C@H](OC)[C@H]1C3([C@@H](OC)C[C@H]2O)[C@@H]1C[C@@]2(O)[C@H](OC(=O)c3ccccc3)[C@@H]1[C@]4(OC(C)=O)[C@@H](O)[C@@H]2OC
→ i, i
- CCOC(=O)c1c(NC(=O)C(c2ccccc2)c2ccccc2)sc2c1C1CCN2CC1
→ i, i
- O=C(COc1ccc2ccccc2c1)N1CCN(Cc2c[nH]c3ccccc23)CC1
→ i, i
- CCN(CC)C(=O)Cn1cc(/C=C2\C(=O)NC(=O)N(c3ccccc3F)C2=O)c2ccccc21
→ i, i
- COc1ccc(-n2c(SCCN(C)C)nc3ccccc3c2=O)cc1
→ i, i
- CCCN(CC#CCOc1ccc(OC)cc1)CCC
→ i, i
- CCCCCn1c(=O)c(C(=O)Nc2cc(C)ccn2)c(O)c2ccccc21
→ i, i
- N=c1sccn1Cc1ccccc1F
→ i, i
- O=c1[nH]c(=S)n(-c2ccccc2)c(O)c1/C=N/N1CCOCC1
→ i, i
- CCCCCCn1c(O)c(C=Nc2ccccc2N2CCOCC2)c(=O)[nH]c1=S
→ i, i
- CCC(C)/C=C(C)/C=C/C1=CC2=C(Cl)C(=O)C(C)(OC(C)=O)C(=O)C2=CO1 (stereo not drawn)
→ -8.39*, i

# Next results
# Each structure is followed by: CHT block, CHT allo act
- CCC(=Nc1ccc(OC)cc1OC)c1c(O)n(C)c(=O)n(C)c1=O
→ i, i
- CCc1ccc(N2C(=O)NC(=O)/C(=C/c3ccsc3)C2=O)cc1
→ i, i
- CCC[N+]12CCC(CC1)C(C(O)(c1ccccc1)c1ccccc1)C2 (stereo not drawn)
→ i, i
- COC(=O)C1=C(c2cccc(OC)c2OC)C[C@@H]2CC[C@H]1N2C(=O)N1CCCC1
→ i, i
- Cc1ccc(-n2c(O)c(/C=N/N3CCCCC3c3cccnc3)c(=O)[nH]c2=S)cc1 (stereo not drawn)
→ i, i
- COc1ccc(Nc2ncc(C(=O)N3CCC4(CC3)OCCO4)c3ccccc23)cc1
→ i, i
- Clc1ccccc1Nc1ncnc(-n2cccc2)n1
→ i, i
- CCCCCCOc1ccc(CN2CCN(C)CC2)cc1
→ i, i
- CC1CCCN(c2ccc(C(=O)N3CCC4(CC3)OCCO4)cc2[N+](=O)[O-])C1 (stereo not drawn)
→ i, i
- Cc1ccc2c(c1)CC1(CN2C)C(=O)NC(=O)N(c2ccccc2C)C1=O (stereo not drawn)
→ i, i
- Cc1ccsc1C(=O)C1CCCN(Cc2cc3ccccc3o2)C1 (stereo not drawn)
→ i, i
- CC(O)(CS(=O)(=O)c1cccc(C(F)(F)F)c1)C(=O)Nc1ccc(C(F)(F)F)cc1 (stereo not drawn)
→ i, i
- CCCCCCNC(=O)N[C@@H](Cc1ccc(O)cc1)C(=O)NCCC[C@H]1CN2C(=NC[C@H]2C)N1CC1CCC1
→ i, i
- CCSc1nnc([C@@H](N)Cc2ccccc2)o1
→ i, i
- O=[N+]([O-])c1cc(F)c(N2CCCCC2)cc1Br
→ i, i
- CN1C(=O)N(C)C(=O)C2(Cc3cc([N+](=O)[O-])ccc3N(C)C2c2ccccc2)C1=O (stereo not drawn)
→ i, i
- COc1ccccc1CN1CCN(C(=O)COc2cccc(C)c2)CC1
→ i, i
- O=C1/C(=C\c2ccc3c(c2)OCO3)N2CCC1CC2
→ i, i
- COc1ccc(-n2c(-c3ccccc3)nc3ccccc3c2=O)cc1
→ i, i
- O=C(c1cc(F)ccc1F)C1CCCN(CCCc2ccccc2)C1 (stereo not drawn)
→ i, i

# A different layout for 4 compounds above:
> CCSc1nnc([C@@H](N)Cc2ccccc2)o1
  CHT block: i | CHT allo act: i
> O=[N+]([O-])c1cc(F)c(N2CCCCC2)cc1Br
  CHT block: i | CHT allo act: i
> CN1C(=O)N(C)C(=O)C2(Cc3cc([N+](=O)[O-])ccc3N(C)C2c2ccccc2)C1=O (stereo not drawn)
  CHT block: i | CHT allo act: i
> COc1ccccc1CN1CCN(C(=O)COc2cccc(C)c2)CC1
  CHT block: i | CHT allo act: i

# Back to the main list with the four entries that preceded the break.
# Each structure is followed by: CHT block, CHT allo act
- COc1ccccc1CN1CCN(C(=O)COc2cccc(C)c2)CC1
→ i, i
- O=C1/C(=C\c2ccc3c(c2)OCO3)N2CCC1CC2
→ i, i
- COc1ccc(-n2c(-c3ccccc3)nc3ccccc3c2=O)cc1
→ i, i
- O=C(c1cc(F)ccc1F)C1CCCN(CCCc2ccccc2)C1 (stereo not drawn)
→ i, i
- O=C(Nc1ccc(Br)cc1)c1nn(C23CC4CC(CC(C4)C2)C3)cc1Br
→ i, i
- O=C1CC(c2ccccc2)CC(O)=C1C=NCCN1CCN(C(=O)Cc2ccccc2)CC1 (stereo not drawn)
→ i, i
- CN1CCN(c2ccc([N+](=O)[O-])c3cccnc23)CC1
→ i, 7.07*
- CC(=NCCc1ccccc1)c1c(O)[nH]c(=O)[nH]c1=O
→ i, i
- N#CC(c1ccccc1)N1CCOCC1 (stereo not drawn)
→ i, i
- CN1C(=O)NC(=O)/C(=C/c2ccc(C(=O)O)cc2)C1=O
→ i, i
- COc1ccc(-n2c(C)nc3cc(C(=O)N4CCC5(CC4)OCCO5)ccc32)cc1
→ i, i
- Cc1ccc2c(c1)c(=O)c1c3n2CCN(CC#N)C3CC1 (stereo not drawn)
→ i, i
- CN1CN(c2cccc([N+](=O)[O-])c2)CN=C1N[N+](=O)[O-]
→ i, i
- Cc1cc(NC(=O)CCl)nn1C
→ i, i
- CN(C)c1cc(N)c2c(n1)CCC2 (tested in a mixture with another compound)
→ i, i
- CCOC(=O)C1(CCCc2ccccc2)CCN(C2CCCC2)CC1
→ i, i
- Cc1nc2ccccc2c(=O)n1-c1ccncc1
→ i, i
- c1ccc(CNCCc2ccc3c(c2)OCO3)nc1
→ i, i
- O=C(c1ccccc1)c1cn(CC(=O)N2CCCc3ccccc32)c2ccccc12
→ i, i
- CC(C)c1oc(=O)cc2c1[C@@H](O)[C@H]1OC(=O)[C@@]3(C)C[C@@H](O)[C@@H](O)[C@@]2(C)C13 (stereo partly drawn)
→ i, i
- N#CC1=C(N)Oc2c(c(=O)oc3ccccc23)C1c1ccncc1 (stereo not drawn)
→ i, i
- CCCCn1c(O)c(C(CC)=NC(C)c2ccccc2)c(=O)[nH]c1=O (stereo not drawn)
→ i, i
- CC1CCCCN1C(=O)Cn1cc(C=C2C(=O)N(C)C(=O)N(C)C2=O)c2ccccc21 (stereo not drawn)
→ i, i
- CN(C)C(CNC(=O)Cc1ccc(Br)cc1)c1ccccc1 (stereo not drawn)
→ i, i

# Next part
# Each structure is followed by: CHT block, CHT allo act
- O=C1NC(=S)NC(=O)C1=Cc1ccc(Br)s1
→ i, i
- C[C@H]1CCC/C=C/C2C[C@H](O)CC2[C@H](O)/C=C/C(=O)O1 (stereo partly drawn)
→ i, i
- CCOP(=O)(OCC)C(NC(=O)c1ccccc1)=C(Cl)Cl
→ i, i
- O=C(COc1ccc(Cl)cc1)N(c1ccc(Cl)cc1)C1CN2CCC1CC2 (stereo not drawn)
→ i, i
- CC(=Nc1ccc2c(c1)CCC2)c1c(O)n(C2CCCCC2)c(=O)[nH]c1=O
→ i, i
- CCC1CO/C(=C(\C(Cl)=C(Cl)Cl)[N+](=O)[O-])N1Cc1ccc(Cl)nc1 (stereo not drawn)
→ i, i
- C=CCc1cc(C=C2C(=O)NC(=O)NC2=O)cc(OC)c1OCc1ccc(C(=O)O)cc1
→ i, i
- Cc1cccc(NC(=O)[C@@H](NC(=O)N2C[C@H]3C[C@@H](C2)c2cccc(=O)n2C3)C(C)C)c1
→ i, i
- CN(C)CCOC(=O)c1cn(Cc2ccccc2)c2ccccc12
→ i, i
- O=C(Cc1ccccc1)N1CCN(Cc2ccccn2)CC1
→ i, i
- O=c1c2ccccc2nc(N2CCCC2)n1-c1ccc(Cl)cc1
→ i, i
- O=C1CCN(C(=O)CCCn2c(=O)oc3ccccc32)CC1
→ i, i
- CC(=O)NC(Cc1ccc(N(CCCl)CCCl)cc1)C(=O)O (stereo not drawn)
→ i, i
- Fc1ccccc1N1CCN(Cc2c(F)cccc2F)CC1
→ i, i
- c1ccc2c(c1)-c1cccc3cccc-2c13
→ i, i
- CCC(COC(=O)c1cc(OC)c(OC)c(OC)c1)(c1ccccc1)N(C)C (stereo not drawn)
→ i, i
- COc1ccc(CC(=O)N2CCN(C)CC2)cc1OC
→ i, i
- O=C(O)C1(c2ccc(Cl)cc2)CCC1
→ i, i
- CN1CCc2nc3ccc(F)cc3c(C(N)=O)c2C1
→ i, i
- COc1ccc(C(=O)O/N=C(/C(N)=O)P(=O)(OC(C)C)OC(C)C)cc1
→ i, i

# Following part:
# Each structure is followed by: CHT block, CHT allo act
- COc1ccc2cc(C(=O)C3CCCN(C4CCOCC4)C3)ccc2c1 (stereo not drawn)
→ i, i
- COc1ccccc1CN1CCN(Cc2ccc(Cl)cc2)CC1
→ i, i
- N#Cc1ccc(NC(=O)CN2CCCC2)cc1Cl
→ i, i
- O=C(O)c1ccccc1NC(=O)N1C[C@H]2C[C@@H](C1)c1cccc(=O)n1C2
→ i, i
- CCC(=NCCc1ccccc1)c1c(O)n(C)c(=O)n(C)c1=O
→ -5.63*, i
- Cc1nc2ccc(N3CCN(C)CC3)cc2nc1C
→ i, 6.37*
- COc1ccccc1-n1c(-c2ccccc2F)nc2ccccc2c1=O
→ i, i
- Cc1cccc(N2C(=O)NC(=O)/C(=C\c3ccc(N4CCOCC4)cc3)C2=O)c1
→ i, i
- Cc1cc(NC(=O)COC(=O)c2c(C)nn(Cc3ccccc3Cl)c2Cl)no1
→ i, i
- CCC1(C)CN(S(=O)(=O)OCC(Cl)(Cl)Cl)C(=O)N1 (stereo not drawn)
→ i, i
- CC(N)Cc1ccccc1Sc1ccc(O)cc1 (stereo not drawn)
→ i, i
- O=C1CC2OCC=C3CN4CCC56c7cc([N+](=O)[O-])ccc7N1C5C2C3CC46 (stereo not drawn)
→ i, i
- CCn1c(O)c(C=Nc2ccc(S(N)(=O)=O)cc2)c(=O)n(CC)c1=S
→ i, i
- O=c1[nH]c(O)c(C=Nc2cccc(F)c2)c(=O)[nH]1
→ i, i
- Cc1cc(/C=C2\C(=O)NC(=O)N(Cc3ccccc3)C2=O)c(C)n1C1CC1
→ i, i
- CN1CCN(c2ccccc2N)CC1
→ i, i
- CN(C)CCN(CC1CCCN(Cc2ccccc2F)C1)C(=O)Cc1ccccc1F (stereo not drawn)
→ i, i
- CC1(C)COC(Nc2ccc(Cl)cc2)=N1
→ i, i
- COc1ccc(-c2nc3ccccc3c(=O)n2-c2ccc(OC)cc2)cc1
→ i, i
- C=CCn1c(O)c(C(CC)=Nc2cc(OC)ccc2OC)c(=O)[nH]c1=O
→ i, i

# Next section.
# Each structure is followed by: CHT block, CHT allo act
- O=C(N/N=C1/CN2CCC1CC2)c1cccc(O)c1
→ i, i
- Cc1ccc2[nH]c3c(c2c1)CN(C(=O)CN1C[C@H]2C[C@@H](C1)c1cccc(=O)n1C2)CC3
→ i, i
- COc1ccc(NC(=O)c2cn(CCC#N)nc2-c2ccc([N+](=O)[O-])cc2)cc1
→ i, i
- CCCCCCC(=O)c1c(O)n(-c2ccc(OC)cc2)c(=O)[nH]c1=O (tested in a mixture with another compound)
→ i, i
- COc1ccccc1N=Cc1c(O)n(C)c(=O)n(C)c1=O
→ i, i
